# Assay outcomes: PubChem BioAssay, National Center for Advancing Translational Sciences (NCATS)
# UDG counter – UDG inhibition counter-screen; FRET deamination/UDG coupled assay, UDG read, 4 h; Potency, µM (highest dose often 115 µM), for the others: at the top dose activity change, negative = inhibition, usual class: inhibitors; 91,000 tested, 0.14% active; also: nearly all actives have a fitted effect of over 65% in size
# AID inhibitor – activation induced cytidine deaminase inhibition | Q9GZX7 | AID deamination FRET fluorescence, UDG-coupled, 4 h | Potency, µM (top dose mostly 115 µM), for the others: at the highest dose activity change, negative = inhibition, usual class: inhibitors | 91,000 tested, 0.32% active | AID 1347428; also: nearly all actives have a fitted effect of over 25% in size
# Target sequence (Q9GZX7 whole entry, looked up): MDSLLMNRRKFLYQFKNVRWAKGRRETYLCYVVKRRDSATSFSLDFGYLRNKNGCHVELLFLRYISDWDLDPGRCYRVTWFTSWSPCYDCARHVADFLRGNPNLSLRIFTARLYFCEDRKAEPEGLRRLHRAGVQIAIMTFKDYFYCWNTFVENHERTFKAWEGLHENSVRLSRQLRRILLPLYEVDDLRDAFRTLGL
# Active calls of the source: *; ? = inconclusive; [ ] = another dose, or the depositor's remark. Calls follow the shape of the dose curve; as a rule, active = well fitted curve in the direction sought with a large enough effect; inconclusive = small, poorly fitted or top-dose-only effect, or another doubt; inactive = no such curve, though single readings can be large; an effect the other way counts as inactive or inconclusive. % is scaled to controls: 0 for no effect and ±100 for the full control effect; potency is read from the fitted curve at half-maximal effect.
1. Cc1ccc(-c2nnc(Nc3cccc(O)c3)c3ccccc23)cc1S(=O)(=O)N1CCN(C)CC1
2. COc1cccc(NC(=O)Cn2c(=O)n(-c3ccccc3)c(=O)c3ccc(C(=O)NCc4ccc5c(c4)OCO5)cc32)c1
3. CCOc1ccc(CCNC(=O)c2ccc(CS(=O)(=O)Cc3ccccc3Cl)o2)cc1OCC
4. CCOC(=O)c1ccc(N2C(=O)c3n[nH]c(C)c3C2c2ccc(O)c(OC)c2)cc1 (stereo not drawn)
5. Cc1cc(C(O)(C(F)(F)F)C(F)(F)F)cc(C)c1OC(=O)c1ccccc1F
6. C=CCNC(=O)c1ccccc1N
7. CC(=O)c1ccc(N2CCN(S(=O)(=O)c3ccc(-c4cc(C)[nH]n4)s3)CC2)cc1
8. COc1cc(F)ccc1C(C)=O

Compound | 1 | 2 | 3 | 4 | 5 | 6 | 7 | 8
UDG counter | -2%[57.5 µM] | -1% | 0% | 6% | 0% | -5% | 3% | -1%
AID inhibitor | 24%[57.5 µM] | 26% | -1% | -5% | 6% | 1% | -10% | 1%

9. CCOc1ccc(NC(=O)Cn2nnc(-c3nc(-c4ccncc4)no3)c2N)cc1
10. CCc1cccc(C)c1NC(=O)C(CC)Sc1nc2ccncc2[nH]1 (stereo not drawn)
11. Cc1cc2c(cc1S(=O)(=O)N(CCO)Cc1ccccc1)OCC(=O)N2
12. Cc1ccc(C(=O)Nc2ccccc2C(=O)OCc2cc(=O)n3nc(C(C)C)sc3n2)cc1
13. CCCCOc1ccc(C2C(C(=O)Nc3ccccc3OC)=C(C)Nc3nnnn32)cc1OC (stereo not drawn)
14. COC(=O)C1=C(C)N(c2ccc(F)cc2)C(=O)CC1C(=O)Nc1ccc(C(C)=O)cc1 (stereo not drawn)
15. COc1ccc(C2CC(=O)c3cc(-c4nc(-c5ccc(Cl)cc5)cs4)c(=O)[nH]c3C2)cc1 (stereo not drawn)
16. COc1cc(OC)c(NS(=O)(=O)c2cc3c(cc2C)N(C(C)=O)CCO3)cc1Cl

Compound | 9 | 10 | 11 | 12 | 13 | 14 | 15 | 16
UDG counter | -3% | -19% | -13% | 2% | -10%[57.5 µM] | -10% | 10% | 1%
AID inhibitor | 7% | -14% | 5% | 10% | 23%[57.5 µM] | -3% | 61%[activator] | -2%

17. COc1ccc(NC(=O)N2CCc3c([nH]c4ccc(OC)cc34)C2c2ccc(OC)cc2)cc1 (stereo not drawn)
18. CCCCN(CC)CCCNC(=O)c1ccc2c(c1)N(Cc1ccc(C)cc1)C(=O)c1ccccc1S2
19. Cc1ccc(Cl)cc1-n1ncc2c(NC3CCCC3)ncnc21
20. Cc1ccc(-n2c(=O)c3sc4ccccc4c3n(C)c2=O)cc1F
21. CCCCN(CC)CCNC(=O)Cn1cnc2sc(C)c(S(=O)(=O)N3CCC(C)CC3)c2c1=O
22. CCC(C)NC(=O)COC(=O)c1cc(C)cc(C)c1 (stereo not drawn)
23. CCc1ccccc1NC(=O)Nc1cc(C(=O)NCc2ccccc2OC)ccc1N1CCCC1
24. COCCn1cnnc1SCc1cccc(Cl)c1

Compound | 17 | 18 | 19 | 20 | 21 | 22 | 23 | 24
UDG counter | -3% | -23% | -6% | -3% | -5% | -13% | 7% | 1%
AID inhibitor | ? | ? | -5% | 3% | -2% | -13% | 14% | -4%

25. Cc1nn(-c2ccccc2)c(CSc2ccc3c(c2)OCCCO3)c1C#N
26. O=C(CCCn1c(=O)c2cccn2c2cccnc21)NCc1ccccc1Br
27. Cc1ccc(C(=O)N/N=C2/CC3CCC2(C)C3(C)C)cc1 (stereo not drawn)
28. Cc1ccc(C)c(NC(NC(=O)c2cccc(Cl)c2)C(Cl)(Cl)Cl)c1 (stereo not drawn)
29. CCc1ccc(OCC(=O)N(Cc2ccc(C)o2)C2CCS(=O)(=O)C2)cc1 (stereo not drawn)
30. COCCCNc1nc(NCc2ccc(C)cc2)c2cnn(C)c2n1
31. Cc1ccc2nc(N3CCN(C(=O)CC4(CC(=O)O)CCCC4)CC3)nc(-c3ccccc3)c2c1
32. O=C(NC1CCCCC1)c1ccc(CSc2nc3cccnc3n2Cc2ccc(F)cc2)cc1

Compound | 25 | 26 | 27 | 28 | 29 | 30 | 31 | 32
UDG counter | -7% | 1% | -4% | -1% | -11% | -11% | 5% | 4%
AID inhibitor | -6% | -6% | -5% | -8% | ? | 6% | ? | 14%

33. CN(C(=O)C1CC1)c1ccccc1C(=O)NC1CCCc2ccccc21 (stereo not drawn)
34. O=C(c1ccc(Cl)cc1)N(Cc1cccnc1)Cc1cc2ccccc2[nH]c1=O
35. Cc1cc(N)ccc1[N+](=O)[O-]
36. CC(Oc1ccc(C#N)cc1)C(=O)c1cccc(Cl)c1 (stereo not drawn)
37. Cc1ccc(S(=O)(=O)c2cnc(SCC(=O)Nc3cc(C)cc(C)c3)nc2N)cc1
38. CN1CCN(C(=O)Cn2ccc3ccccc32)CC1
39. COc1ccc(CC(=O)Nc2ccc3nc(Nc4cccc(Cl)c4)cc(C)c3c2)cc1
40. C=CCNC(=O)NC(=O)CN(C)Cc1ccc(C(=O)NCC(F)(F)F)cc1

Compound | 33 | 34 | 35 | 36 | 37 | 38 | 39 | 40
UDG counter | 1% | 3% | -3% | -3% | -8% | 0% | -10% | 0%
AID inhibitor | 2% | 1% | -2% | -2% | 13% | 7% | -20% | 2%

41. O=C(CSc1nc2ccccc2nc1N1CCCCC1)N1CCN(C2CCCC2)CC1
42. COC(=O)c1ccccc1NC(=O)Nc1nnc(N2CCC(C)CC2)s1
43. Fc1ccc(C(c2ccc(F)cc2)N2CCN(C/C=C/c3ccccc3)CC2)cc1
44. CC1=C(C(=O)Nc2cc(Cl)ccc2C)C(c2ccccc2F)n2ncnc2N1 (stereo not drawn)
45. CCC(C)NC(=O)c1cc(C(C)C)nc2c1cnn2C(C)C (stereo not drawn)
46. O=C(CNC(=O)NC(Cc1c[nH]c2ccccc12)C(=O)O)Nc1ccccc1 (stereo not drawn)
47. Cc1cccc(OCC(=O)OCC(=O)c2ccc3c(c2)OCO3)c1
48. CCOc1cc(C2NC(=O)c3c(sc4c3CCN(C)C4)N2)ccc1OC(=O)c1ccc(F)cc1 (stereo not drawn)

Compound | 41 | 42 | 43 | 44 | 45 | 46 | 47 | 48
UDG counter | -14% | 2% | -9% | -5% | -2% | 2% | -17% | 10%
AID inhibitor | -19% | -3% | -15% | -2% | 11% | 3% | 9% | 239%[activator]

49. COc1ccc(Br)cc1C1CC(=O)Nc2c1c(C)nn2-c1nc(C)cc(C)n1 (stereo not drawn)
50. CCOC(=O)c1scc(-c2ccccc2)c1S(=O)(=O)Nc1ccc(N(C)C)cc1
51. COc1cc(C)ccc1OCCSc1nc2ccc(NC(=O)c3ccc(C)cc3)cc2s1
52. CC(=O)N1CCc2cc(S(=O)(=O)NC(CC(C)C)C(=O)NCCc3ccccc3)ccc21 (stereo not drawn)
53. CCSC1=N/C(=C\c2cc(C)ccc2C)C(=O)S1
54. Nc1nccnc1C(=O)NCC1(c2ccccc2)CC1
55. CCOC(=O)c1c(NC(=O)c2cc3ccccc3c(=O)o2)sc2c1CCCC2
56. C=CCNC(=O)C1CCN(Cc2cccc(Cl)c2)CC1

Compound | 49 | 50 | 51 | 52 | 53 | 54 | 55 | 56
UDG counter | -5% | -11% | 38%[activator] | -20% | -3% | 0% | 16% | 4%
AID inhibitor | -10% | 48%[activator] | 11% | 6% | -7% | -12% | 16% | 6%

57. CCOc1ccccc1C(=O)Oc1c(Sc2ccccc2)c(C)nn1C(C)(C)C
58. COc1cc(NC(=O)CCS(=O)(=O)c2ccc3c(c2)n(C)c(=O)c(=O)n3C)cc(OC)c1
59. CCOC(=O)c1cc(-c2ccc(OC)cc2)n(CCC(=O)NCc2ccccc2OC)c1C
60. Cc1ccc(-c2ccc3ccccc3n2)c(C)c1
61. CCc1ccc(NC(=O)CSc2ncnc3ccccc23)cc1
62. CCOC(=O)c1ccc(N2CCN(c3ccc(F)cc3)CC2)c(NC(=O)Nc2cccc(OC)c2)c1
63. Cc1c(C(=O)Nc2nonc2-c2cccs2)oc2ccccc12
64. CCOc1ccc(CC(=O)Nc2nnc3n2CCS3)cc1

Compound | 57 | 58 | 59 | 60 | 61 | 62 | 63 | 64
UDG counter | -27% | -3% | -20% | -4% | 6% | -9%[57.5 µM] | 5% | -9%
AID inhibitor | 22% | 3% | ? | -9% | -2% | 1% | 6% | 2%

65. CCOc1ccc(CNC(=O)Cn2c(=O)c3cccn3c3ccc(F)cc32)cc1OC
66. CC(=O)c1ccc(N2CCN(c3ncnc4c3c(-c3ccccc3)cn4-c3ccc(Cl)cc3)CC2)cc1
67. CCc1c(C)sc(NC(=O)c2cc(C)oc2C)c1C#N
68. CCOC(=O)C1=C(C)O[C@]23OC(N)=C(C#N)[C@]12C(=O)c1ccccc13
69. COC(=O)c1ccc(OCCOc2ccc(F)cc2)c(OC)c1
70. CCc1ccc(NC(=O)CSc2nccn2C2CCCC2)cc1
71. CCCOc1cccc(C(=O)N(Cc2cc(OC)c(OC)c(OC)c2)C2CCS(=O)(=O)C2)c1 (stereo not drawn)
72. CCOC(=O)C(N)CO (stereo not drawn)

Compound | 65 | 66 | 67 | 68 | 69 | 70 | 71 | 72
UDG counter | -9%[57.5 µM] | 2%[57.5 µM] | 3% | 1% | 4% | -25% | -7% | 4%
AID inhibitor | -9% | -17% | 7% | 5% | -4% | -20% | -11% | -1%

73. Cc1nc(CSCCC(=O)NCC(C)(C)N2CCOCC2)cs1
74. COc1ccc(C(=O)CC2(O)C(=O)N(Cc3c(F)cccc3Cl)c3ccccc32)c(OC)c1 (stereo not drawn)
75. CSc1ccc(/C=N/Nc2cccc(Cl)c2)cc1
76. Cc1cccc(C)c1OCCn1c(C2CC(=O)N(c3cccc(Cl)c3)C2)nc2ccccc21 (stereo not drawn)
77. Cc1cccc(NC(=O)CN2C(=O)CCn3nc(-c4cccn4C)cc32)c1C
78. O=C(CSCc1ccccc1Cl)N1CCN(c2ccc(Cl)cc2)CC1
79. O=C(OCCOc1ccccc1Cl)c1ccccc1Sc1ccc(C(F)(F)F)cc1[N+](=O)[O-]
80. COc1ccccc1CNC(=O)Cn1ncn2c(cc3sccc32)c1=O

Compound | 73 | 74 | 75 | 76 | 77 | 78 | 79 | 80
UDG counter | -10% | -6% | -6% | ? | 46%[activator] | -10%[57.5 µM] | -2% | -12%
AID inhibitor | 0% | -4% | -7% | ? | 31%[activator] | ? | -7% | ?

81. Cc1ccc(CNC(=O)c2c(O)nc3cc(C)ccn3c2=O)cc1
82. O=[N+]([O-])c1ccc(Sc2ccc(NC(=S)Nc3ccccc3)cc2)cc1
83. COc1ccc(S(=O)(=O)n2nc(C)c(S(=O)(=O)N3CCCCCC3)c2C)cc1C
84. O=CNNC(=S)NCc1ccc(Cl)cc1
85. O=S(=O)(c1ccccc1)c1cnc2cc3c(cc2c1N1CCN(c2ccccc2)CC1)OCCO3
86. CCCN(CC(=O)Nc1ccc(-c2ccccc2)cc1)Cc1nnc(-c2ccco2)o1

Compound | 81 | 82 | 83 | 84 | 85 | 86
UDG counter | -5% | -16% | -4% | -7% | -19% | 2%
AID inhibitor | 10% | -19% | 43%[activator] | -17% | -19% | -5%

# Structures from the list above that contain an aryl thioether with sulfur outside any ring (13):
10. CCc1cccc(C)c1NC(=O)C(CC)Sc1nc2ccncc2[nH]1 (stereo not drawn)
24. COCCn1cnnc1SCc1cccc(Cl)c1
25. Cc1nn(-c2ccccc2)c(CSc2ccc3c(c2)OCCCO3)c1C#N
32. O=C(NC1CCCCC1)c1ccc(CSc2nc3cccnc3n2Cc2ccc(F)cc2)cc1
37. Cc1ccc(S(=O)(=O)c2cnc(SCC(=O)Nc3cc(C)cc(C)c3)nc2N)cc1
41. O=C(CSc1nc2ccccc2nc1N1CCCCC1)N1CCN(C2CCCC2)CC1
51. COc1cc(C)ccc1OCCSc1nc2ccc(NC(=O)c3ccc(C)cc3)cc2s1
57. CCOc1ccccc1C(=O)Oc1c(Sc2ccccc2)c(C)nn1C(C)(C)C
61. CCc1ccc(NC(=O)CSc2ncnc3ccccc23)cc1
70. CCc1ccc(NC(=O)CSc2nccn2C2CCCC2)cc1

Compound | 10 | 24 | 25 | 32 | 37 | 41 | 51 | 57 | 61 | 70
UDG counter | -19% | 1% | -7% | 4% | -8% | -14% | 38%[activator] | -27% | 6% | -25%
AID inhibitor | -14% | -4% | -6% | 14% | 13% | -19% | 11% | 22% | -2% | -20%

75. CSc1ccc(/C=N/Nc2cccc(Cl)c2)cc1
79. O=C(OCCOc1ccccc1Cl)c1ccccc1Sc1ccc(C(F)(F)F)cc1[N+](=O)[O-]
82. O=[N+]([O-])c1ccc(Sc2ccc(NC(=S)Nc3ccccc3)cc2)cc1

Compound | 75 | 79 | 82
UDG counter | -6% | -2% | -16%
AID inhibitor | -7% | -7% | -19%

# This is a subset; rates above refer to the full screens.
